Assay outcomes deposited in PubChem BioAssay by several laboratories.
Tat export inh: blocks Tat-dependent protein export in E. coli; E. coli MC4100 TorA-mCherry Tat export, fluorescence; 0.036% of 340,000 active; inhibition, % at 10 µM; AID 488895;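 active means mean replicate inhibition at least 50% and at least half of replicates individually reaching 50%; inconclusive means only one of the two criteria met; inactive means neither criterion met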;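 further: exported cargo escapes ClpAP degradation while cytoplasmic cargo is degraded and loses fluorescence; 0% = median of neutral control wells and 100% = median of NaSCN control wells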
phage Ecoli inh: E. coli growth loss with phage present | growth absorbance | inhibition, % at 11.9 µM | 0.26% of 360,000 active | AID 651602; in the data active means inhibition above about 11%
OPRM1-OPRD1 ag: agonists of human mu-delta opioid receptor heterodimerization | P35372+P41143 | cells, OPRM1-OPRD1 heterodimerization, luminescence | activation, % at 9.3 µM | 0.3% of 340,000 active; in the data active means activation above about 18%;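 further: 0% = vehicle-treated cells and 100% = reference agonist; values of inactives mirror those of a sister screen read the other way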
HTR5A inv ctr: inverse agonist of human HTR5A in OPRM1-OPRD1 counter-screen. HTR5A cell line, luminescence, inverse agonism. 0.083% of 340,000 active. inhibition, % at 9.3 µM; in the data active means inhibition mostly above about 23%, no sharp cut-off; inactive means mostly below about 18%;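 further: 0% = cells with DMSO and 100% = no-cell wells with DMSO; some compounds called inactive have numbers as strong as hits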
Target sequence (P47898 whole entry, looked up): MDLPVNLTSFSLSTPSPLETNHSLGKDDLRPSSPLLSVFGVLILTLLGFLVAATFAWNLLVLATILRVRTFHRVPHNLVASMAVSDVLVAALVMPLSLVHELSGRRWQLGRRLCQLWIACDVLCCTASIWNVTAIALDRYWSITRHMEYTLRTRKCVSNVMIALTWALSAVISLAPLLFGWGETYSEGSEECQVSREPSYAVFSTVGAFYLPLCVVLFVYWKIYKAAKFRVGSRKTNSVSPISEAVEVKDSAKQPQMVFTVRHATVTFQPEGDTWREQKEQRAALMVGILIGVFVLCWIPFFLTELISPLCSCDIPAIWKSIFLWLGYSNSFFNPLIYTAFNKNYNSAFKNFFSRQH
SUMO Mot1 rescue: inhibitors of SUMOylation pathway: yeast Mot1-301 growth rescue | growth rescue, % at 18.8 µM | S. cerevisiae Mot1-301 growth rescue, ATP luminescence, 38.5C; percent above DMSO median, 100 means doubled | 1% of 320,000 active;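 active means every valid replicate shows activation above 250% relative to neutral control wells; inactive means the rest, any valid replicate at or below 250%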;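 further: OY570 slx delta 5 strain wells were the positive control but not used for scaling; some compounds called inactive have numbers as strong as hits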
E coli growth: bacterial growth inhibition, counter-screen for AddAB inhibitors; E. coli V3065 growth, OD600 absorbance, 18 h; inhibition, % at 11.9 µM; 0.27% of 330,000 active;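 active means inhibition above the campaign's mean inhibition across all tested compounds plus 3 SD, cut at about 9.9% in these data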;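 further: uninfected addAB+ strain grown without phage in ampicillin broth; 0% = DMSO wells and 100% = ciprofloxacin 0.95 µg/ml wells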
PfHsp90 set2: reduces growth (ATP signal) of yeast expressing P. falciparum Hsp90; 0.32% of 310,000 active; S. cerevisiae expressing PfHsp90, BacTiter-Glo ATP, 48 h; yeast lacking PDR1 and PDR3 efflux regulators; inhibition, % at 9.4 µM;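 active means every replicate shows inhibition above about 80%, whatever the replicate mean, limit read from the data; inconclusive means mean inhibition reaches the set limit but some replicate falls short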;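 further: 0% = DMSO neutral controls and 100% = 20 µM radicicol positive controls; yeast relying on Plasmodium falciparum Hsp90 in place of its own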
PKA-R1A act: activates the PKA-R1A holoenzyme complex. P00514+P68181. PKA-R1A dissociation, Cy5-IP20 fluorescence polarization; scaled: DMSO 0%, 113 µM cGMP 100%. activation, % at 11.4 µM. 0.083% of 340,000 active;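 active means percent activation above the mean of all tested compounds plus 3 SD, cut at about 19% in these data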;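 further: higher means more PKAc released from R1A so a rise in polarization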
OPRM1-OPRD1 inv: mu-delta opioid heterodimer inverse agonism | 0.21% of 340,000 active | inhibition, % at 9.3 µM | cell-based MOR-DOR heterodimer luminescence; in the data active means inhibition above about 22%, passing the limit was not always enough;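 further: 0% = cells with DMSO and 100% = wells without cells with DMSO; values of inactives mirror those of a sister screen read the other way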
AddAB inh: less growth of phage-infected E. coli with AddAB; 0.29% of 330,000 active; E. coli expressing H. pylori AddAB, absorbance growth; inhibition, % at 11.9 µM; in the data active means inhibition above about 12%;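 further: 0% = vehicle wells of infected cells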
PKA-R2B act: activators of human PKA-R2B complex; PKA-R2B holoenzyme dissociation, Cy5-IP20 fluorescence polarization; R2B truncated from residue 108, S112A mutant; 0% DMSO only, 100% 113 µM cGMP; activation, % at 11.4 µM; 0.079% of 340,000 active; AID 504700;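 active means activation above a cutoff set at the mean over all compounds plus 3 SD, cut at about 18% in these data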;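 further: higher means more holoenzyme dissociation and a rise in polarization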
Target sequence (P31323 whole entry, looked up, other chains not shown, the tested form may be a part): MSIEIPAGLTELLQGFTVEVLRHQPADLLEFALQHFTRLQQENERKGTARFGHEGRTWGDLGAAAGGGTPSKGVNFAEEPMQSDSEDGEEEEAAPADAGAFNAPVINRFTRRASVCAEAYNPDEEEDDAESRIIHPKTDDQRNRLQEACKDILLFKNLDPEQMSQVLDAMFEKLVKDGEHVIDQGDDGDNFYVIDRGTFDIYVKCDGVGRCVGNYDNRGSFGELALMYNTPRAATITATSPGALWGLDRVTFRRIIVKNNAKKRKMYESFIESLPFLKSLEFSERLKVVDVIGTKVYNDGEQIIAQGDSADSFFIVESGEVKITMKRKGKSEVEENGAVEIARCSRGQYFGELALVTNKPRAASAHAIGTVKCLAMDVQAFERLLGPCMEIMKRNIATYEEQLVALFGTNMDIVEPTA
Starred values were filed as active, the others as inactive; ? = inconclusive; . = no result given.

SMILES | Tat export inh | phage Ecoli inh | OPRM1-OPRD1 ag | HTR5A inv ctr | SUMO Mot1 rescue | E coli growth | PfHsp90 set2 | PKA-R1A act | OPRM1-OPRD1 inv | AddAB inh | PKA-R2B act
CN(CC(=O)Nc1ccc(N2CCOCC2)cc1)C(=O)C12CC3CC(CC(C3)C1)C2 | 0 | 3.6 | 0.1 | -11 | 2 | 0.1 | -4 | -5 | 0 | 1.4 | 0
CN1CCN(CC(=O)C23CC4CC(CC(C4)C2)C3)CC1 | -5 | 2.7 | 0.7 | -14 | -4 | 0.0 | 9 | 2 | -4 | 2.8 | 0
CCOC(=O)C1=C(COC(=O)c2ccc([N+](=O)[O-])s2)NC(=O)NC1C (stereo not given) | -5 | 0.0 | 3.2 | -15 | 7 | 3.3 | . | 8 | -14 | -0.2 | 5
C(=N\N=C\c1cccnc1)/c1cccnc1 | -6 | . | -3.9 | -23 | -3 | 0.3 | 21 | -8 | 20 | 1.3 | -3
COc1cccc(CNC(=O)c2ccc(C)c(NC3=NC4CS(=O)(=O)CC4S3)c2)c1 (stereo not given) | -9 | 2.1 | -3.5 | -12 | -4 | -0.8 | 25 | -3 | 19 | -1.2 | -13
COc1nc(-c2ccncc2)nc2ccccc12 | 4 | -0.2 | -1.8 | -10 | 18 | -2.2 | 24 | -5 | 10 | -0.5 | 0
Cc1[nH]n(C)c(=O)c1C(=O)c1c(-c2ccccc2Cl)noc1C | 6 | 2.2 | -0.5 | -12 | -9 | -1.3 | -4 | 2 | 3 | -0.1 | -14
CCOc1cc(/C=C2\N=C(SCC)SC2=O)cc([N+](=O)[O-])c1OC(C)=O | 6 | 1.5 | -4.1 | 0 | 224 | 0.1 | -20 | -6 | 21 | 1.6 | -4
COc1ccc2cc(C#N)c(SCC(=O)NNC(=O)Cc3ccccc3)nc2c1 | 0 | -0.3 | 0.5 | 5 | 12 | -0.7 | 15 | -5 | -3 | 5.6 | 2
COc1cc(-c2c(-c3ccc4c(c3)OCO4)noc2-c2ccsc2)ccc1F | 1 | 2.0 | -1.5 | -10 | -5 | -1.7 | 1 | -5 | 9 | 1.9 | -3
CS(=O)(=O)c1cccc(C(=O)OCC(=O)c2ccc3c(c2)OCCO3)c1 | 4 | 3.2 | 0.2 | -13 | . | . | . | 2 | -1 | . | 1
O=C(Nc1ccc(CN2CCOCC2)cc1)c1cccc(-c2cc3ccccc3oc2=O)c1 | 12 | -1.5 | -2.8 | 8 | -1 | 2.7 | -8 | -3 | 13 | 0.7 | -13
CCOc1ccc(/C=N/OCC(=O)NCc2ccc3c(c2)OCO3)cc1OC | -2 | -0.9 | -3.2 | -1 | 124 | 0.0 | 13 | -1 | 17 | 2.9 | -8
COc1ccc(CCn2c(=N)c(C(=O)NCC3CCCO3)cc3c(=O)n4ccccc4nc32)cc1OC (stereo not given) | 1 | 2.1 | -2.7 | -12 | 3 | -1.4 | -5 | -7 | 15 | -1.5 | -11
Cc1cc(C)nc(SCNC(=O)c2ccc(F)cc2)n1 | -3 | 2.7 | -2.6 | 16 | . | 2.2 | 3 | -4 | 15 | -1.2 | 4
COC(=O)CNC(=O)c1c(-c2ccccc2Cl)noc1C | 1 | 1.6 | -0.7 | -19 | 4 | 0.4 | -1 | 0 | 3 | 2.5 | -7
Cc1ccc(OCc2ccc(-c3ccccc3)cc2)c([N+](=O)[O-])n1 | 10 | 3.0 | 0.7 | -7 | 78 | 1.1 | 43 | -4 | -4 | 3.9 | -4
O=C(O)C(c1ccccc1)c1ccccc1 | -3 | 0.9 | 1.6 | 13 | -9 | 4.8 | 18 | -12 | -9 | 3.9 | 2
CCC1=NN2C(=N)/C(=C/c3c(C)nn(-c4ccccc4)c3Cl)C(=O)N=C2S1 | 3 | 3.1 | 1.1 | -3 | 5 | 0.3 | -17 | 7 | -5 | 5.6 | -4
CCC(C)NC(=O)CCS(=O)(=O)c1ccc(Br)s1 (stereo not given) | 0 | 1.8 | -4.1 | -5 | 16 | -1.2 | 9 | -10 | 21 | 1.2 | 5
Cc1cccc(C)c1NC(=O)C(Cl)=C(Cl)Cl | -4 | 2.6 | 0.4 | -2 | -12 | 1.8 | -4 | -6 | -3 | 0.8 | -8
Cc1cc(=O)[nH]c(Sc2c(-c3ccccc3)c3ccccc3[nH]c2=O)n1 | ? | 0.8 | -1.6 | 16 | 0 | 1.4 | -6 | -7 | 8 | 1.1 | -7
CCN(Cc1ccccc1)C(=O)COC(=O)CNC(=O)c1ccc(C)s1 | 0 | 2.8 | -3.1 | 2 | -8 | 0.6 | 0 | -6 | 14 | 3.9 | 0
Cc1cc(C)cc(NC(=S)NC2CC3CCCC(C2)N3C2CC2)c1 (stereo not given) | -1 | 3.7 | 2.7 | 33 | -12 | -0.7 | 19 | -2 | -13 | 2.6 | 3
CCOc1ccc(NC(=O)CN(C)c2nnnn2-c2ccccc2)cc1OCC | -3 | 2.7 | 1.4 | 0 | -5 | -1.8 | . | 9 | -8 | -0.9 | 4
COCCc1nc2ccc(C(=O)NCc3cccc(-n4cccn4)c3)cc2o1 | 4 | 3.0 | 0.4 | 2 | -2 | -1.4 | -19 | -1 | -2 | 2.5 | -9
COc1ccc(Oc2nc3ccccc3n3cccc23)cc1 | 5 | 1.8 | 2.4 | 36 | 8 | 1.2 | . | -7 | -12 | 3.4 | -5
CC1CCCCC12NC(=O)N(CC(=O)N1CCN(S(=O)(=O)c3ccc4c(c3)CCC4)CC1)C2=O (stereo not given) | 2 | 5.9 | 0.7 | -5 | . | . | . | 11 | -4 | . | 6
C=CCn1c(SCC(=O)NC2CCCC2)nc2c([nH]c3ccccc32)c1=O | 4 | 0.5 | -0.7 | -12 | 3 | 3.2 | -5 | 1 | 3 | 2.3 | -2
COC(=O)[C@H]1[C@@H](C)N(Cc2ccccc2)C(=O)N[C@H]1c1cccc(C(F)(F)F)c1 | -1 | 1.0 | 0.9 | -24 | -25 | 1.5 | 9 | 1 | -5 | 2.9 | -13
COc1ccc(CNC(=O)COC(=O)C2CCN(S(=O)(=O)c3ccccc3C(F)(F)F)CC2)cc1 | 4 | 2.8 | -1.1 | 9 | -2 | -0.1 | -14 | 7 | 6 | 1.0 | 16
COc1ccc(S(=O)(=O)N2CCOCC2)cc1NC(=O)CSc1ncnc2ccccc12 | 0 | 0.3 | -1.1 | 4 | -2 | -2.2 | -5 | -1 | 5 | -1.9 | 12
CCc1nnc(NC(=O)CSc2nnnn2-c2cccc(C(=O)OC)c2)s1 | 4 | 3.1 | -0.9 | -2 | 6 | 0.2 | 2 | 2 | 5 | -2.9 | 1
CNS(=O)(=O)c1ccc(CNC[C@H]2O[C@@H](n3cnc(C(N)=O)n3)[C@H](O)[C@@H]2O)cc1 | 4 | -0.1 | -3.2 | 4 | . | . | -11 | -3 | 15 | . | -8
O=C(Nc1cccc(Cl)c1)N1CCc2ccccc2C1 | -1 | 3.5 | -1.1 | -21 | 8 | 0.3 | -4 | -6 | 5 | 1.3 | -8
CC(C)c1cc(C(N)=O)c(NC(=O)c2cccc(COc3ccc(Cl)cc3)c2)s1 | ? | 1.3 | -1.9 | 22 | 18 | -0.6 | -6 | -2 | 10 | -1.4 | 1
CCN(CC)S(=O)(=O)c1ccc(N2CCOCC2)c(NC(=O)COc2ccc(Cl)cc2)c1 | 8 | -2.4 | 1.4 | -9 | -8 | 4.7 | -12 | 5 | -7 | 3.5 | 11
O=C(CCc1nc(-c2ccc(Cl)cc2)no1)NC1CCCC1 | 2 | 1.3 | -1.5 | -12 | 6 | -2.5 | -12 | 0 | 8 | 1.9 | 5
Cc1cc(/C=C2/C(=N)N3C(=NC2=O)SN=C3S(C)(=O)=O)c(C)n1-c1ccc(F)cc1 | 2 | 2.3 | -0.6 | 20 | 158 | 0.0 | -1 | 3 | 4 | -1.3 | 3
COc1ccccc1/C=N/n1nnnc1N | -6 | 1.5 | -2.4 | 3 | 8 | . | 42 | 6 | 11 | . | -6
CC(CCc1ccccc1)NC(=O)CC(C)c1ccccc1 (stereo not given) | 3 | 0.2 | 2.0 | -1 | 4 | -0.5 | 6 | 1 | -10 | -0.8 | -2
O=C(C1=NNC2C(=O)N(c3ccccc3)C(=O)C12)c1nc(Cl)ccc1Cl (stereo not given) | -2 | 3.9 | -4.8 | -17 | -7 | 0.1 | 13 | 0 | 25 | 0.8 | -7
CCn1c(=O)c(C(=O)NCc2ccccc2Cl)c(O)c2ccccc21 | -1 | -0.7 | -2.3 | -11 | -6 | . | 33 | -10 | 12 | . | -3
Cc1cccn2c(=O)c3cc(C(=O)N4CCCCC4)sc3nc12 | -2 | 1.8 | -1.1 | -2 | 0 | -0.1 | -4 | -4 | 7 | 1.5 | -3
COc1ccc(NC(=S)N2CCc3ccccc3C2)cc1 | -1 | 3.8 | -1.1 | 5 | 4 | 0.0 | -20 | -9 | 6 | 1.6 | 3
O=C(NCc1cccnc1)C(=O)N/N=C/c1ccc([N+](=O)[O-])cc1 | 4 | 4.1 | -2.6 | -15 | -1 | 1.3 | -7 | -9 | 13 | 0.3 | 1
O=C(c1ccc([N+](=O)[O-])cc1)N(C1=NCCCCS1)c1ccccc1 | 2 | 2.9 | -0.7 | -15 | 6 | 0.7 | . | 2 | 4 | 2.6 | 2
CCN(CC)CC(O)CN1C(=O)NC(C)(C)C1=O (stereo not given) | 1 | 0.7 | 1.4 | 5 | 6 | -1.4 | 22 | -1 | -7 | -0.2 | -9
CCOC(=O)C1CCN(C(=O)Nc2ccc3oc(C)nc3c2)CC1 | -3 | 0.1 | 2.5 | -17 | 9 | 0.3 | 9 | -2 | -12 | 0.8 | 0
Cc1ccc(-c2nnc(N3CCC(C)CC3)c3ccccc23)cc1C | 1 | 1.5 | 6.1 | -17 | 122 | 0.8 | 0 | -8 | -28 | 2.1 | -4
Cc1cc(C)cc(N(CC(=O)NC2CCCCC2)C(=O)c2csnn2)c1 | 8 | -0.8 | -0.4 | -5 | -13 | 2.4 | 16 | -3 | 3 | 0.8 | 3
CNC(=S)Nc1cc(C)ccc1OC(F)F | 2 | 3.1 | -1.9 | 11 | -26 | -0.8 | -9 | -9 | 9 | 2.4 | -7
Cc1c(C(=O)N2CCOCC2)c(S(=O)(=O)Nc2ccc(C(C)C)cc2)c(C)n1C | -1 | 6.0 | -3.2 | 4 | 10 | -1.0 | 0 | -5 | 17 | 2.4 | -7
Cc1cc(=O)n2[nH]c(C)c(-c3ccc(Cl)cc3)c2n1 | -1 | -4.3 | -1.1 | -3 | 39 | -2.7 | -11 | -1 | 6 | -5.4 | -5
